All columns: NCI-60 one-dose screen, growth in % after 48 h at 10 µM unless noted; 100 = growth as untreated, 0 = no growth, -100 = all killed.
MDA-MB-435 – MDA-MB-435 melanoma; hit rate 7.8% among 82,000; AID 1794794
SK-MEL-5 – SK-MEL-5 melanoma; hit rate 6.4% among 80,000; AID 1794755
MALME-3M – MALME-3M melanoma | hit rate 5.8% among 78,000
UACC-62 – UACC-62 melanoma; AID 1794756; hit rate 5.4% among 81,000
SK-MEL-28 – SK-MEL-28 melanoma; hit rate 4.1% among 81,000; AID 1794761
UACC-257 – UACC-257 melanoma. hit rate 4.4% among 78,000
LOX IMVI – LOX IMVI melanoma. hit rate 7.4% among 79,000. AID 1794757
SK-MEL-2 – SK-MEL-2 melanoma. hit rate 4.7% among 77,000. AID 1794763
Numbers without * were called inactive; nt = no result given; & = joins results of further samples. The calls were made as follows: active = growth percent below 10; inactive = the rest.

The first 22 entries, ahead of the listing:
SMILES	MDA-MB-435	SK-MEL-5	MALME-3M	UACC-62	SK-MEL-28	UACC-257	LOX IMVI	SK-MEL-2
N#C/C(=C\c1ccc(-c2cccc(Cl)c2)o1)C(=O)Nc1ncc(Cc2ccc(Cl)cc2)s1	56	90	43	43	67	24	53	97
CN(C)c1ccc(C=Nc2ccc3c(c2)/C(=C/c2ccc(N(C)C)cc2)c2ccccc2-3)cc1	98	105	113	84	94	nt	93	89
COc1cc(NC(=O)Nc2cnc(Nc3ccc(N4CCOCC4)cc3)nc2Oc2ccc(C)cc2OC)cc(OC)c1	80	70	89	nt	89	nt	56	98
Cc1n[nH]c2ccc(Br)cc2c1=O	107	97	97	112	113	108	101	99
COc1ccc(-c2nnc3c4nnc(C)n4c4ccccc4n23)cc1OC	91	98	92	97	103	94	95	92
CCCC(=O)c1cc(C)ccc1OC	116	104	135	95	105	112	109	103
COc1cccc2c1CCCC2(C)C	97	104	104	96	98	89	103	102
CC(=O)/C=C/c1ccc(OCc2ccc(C(C)(C)C)cc2)cc1	78	50	86	74	85	71	62	92
COc1cccc(-c2nc3sccn3c2-c2ccnc(NCCNC(=O)c3ccccc3O)n2)c1	54	49	57	37	77	79	69	81
Cc1ccc(S(=O)(=O)n2cc(/C=C3\C(=O)Nc4ccccc43)c3ccccc32)cc1	93	85	111	64	87	84	83	87
CC(=O)c1c(N)c(C#N)cn1-c1cc(Cl)cc(Cl)c1	97	99	108	76	102	112	99	82
CCCCOC(=O)Cn1c(=O)c2nc3cc(-c4ccc(F)cc4)oc3nc2n(C)c1=O	101	100	100	98	99	105	96	102
O=C(O)/C=C/C(=O)Nc1ccc2c(c1)Cc1cc(Br)ccc1-2	100	96	105	103	108	105	95	102
Cc1cccc(C)c1NC(=O)CN(CC(C)C)CC(O)COc1ccccc1 (configuration not stated)	102	95	103	84	109	110	95	94
Nc1c(C(=O)Nc2ccccc2)sc2nc3c(cc12)CN(Cc1ccccc1)CC3	52	86	nt	71	60	74	67	103
Cc1ccc(NC(=O)NNC(=O)CSC2CCc3ccccc32)c(C)c1 (configuration not stated)	110	94	89	94	110	99	92	102
Cc1cccc(Cl)c1-n1cc(-c2ccc(Br)cc2)oc1=Nc1ccc(Nc2ncnc3sc4c(c23)CCCC4)cc1	107	98	112	84	102	86	93	89
Cc1c(C(=O)NNC(=O)c2ccccc2)sc2ncc(-c3ccc(Br)cc3)n12	104	99	116	98	108	108	95	119
Brc1ccc(Nc2csc(Nc3cnccn3)n2)cc1	98	101	108	77	104	111	83	92
C#CCOc1ccccc1C(Nc1cc(Cl)cc(Cl)c1)c1nnnn1C1CCCCC1 (configuration not stated)	100	89	100	60	99	95	88	93
Nc1[nH]c(=O)[nH]c(=O)c1N=Nc1ccc(S(=O)(=O)Nc2ncccn2)cc1	103	104	97	113	119	128	101	92
Cc1cc(=O)oc2cc(OC(=O)N3CCN(C)CC3)ccc12	101	102	103	98	101	106	95	116

The list itself, from the first entry:
SMILES	MDA-MB-435	SK-MEL-5	MALME-3M	UACC-62	SK-MEL-28	UACC-257	LOX IMVI	SK-MEL-2
N#C/C(=C\c1ccc(-c2cccc(Cl)c2)o1)C(=O)Nc1ncc(Cc2ccc(Cl)cc2)s1	56	90	43	43	67	24	53	97
CN(C)c1ccc(C=Nc2ccc3c(c2)/C(=C/c2ccc(N(C)C)cc2)c2ccccc2-3)cc1	98	105	113	84	94	nt	93	89
COc1cc(NC(=O)Nc2cnc(Nc3ccc(N4CCOCC4)cc3)nc2Oc2ccc(C)cc2OC)cc(OC)c1	80	70	89	nt	89	nt	56	98
Cc1n[nH]c2ccc(Br)cc2c1=O	107	97	97	112	113	108	101	99
COc1ccc(-c2nnc3c4nnc(C)n4c4ccccc4n23)cc1OC	91	98	92	97	103	94	95	92
CCCC(=O)c1cc(C)ccc1OC	116	104	135	95	105	112	109	103
COc1cccc2c1CCCC2(C)C	97	104	104	96	98	89	103	102
CC(=O)/C=C/c1ccc(OCc2ccc(C(C)(C)C)cc2)cc1	78	50	86	74	85	71	62	92
COc1cccc(-c2nc3sccn3c2-c2ccnc(NCCNC(=O)c3ccccc3O)n2)c1	54	49	57	37	77	79	69	81
Cc1ccc(S(=O)(=O)n2cc(/C=C3\C(=O)Nc4ccccc43)c3ccccc32)cc1	93	85	111	64	87	84	83	87
CC(=O)c1c(N)c(C#N)cn1-c1cc(Cl)cc(Cl)c1	97	99	108	76	102	112	99	82
CCCCOC(=O)Cn1c(=O)c2nc3cc(-c4ccc(F)cc4)oc3nc2n(C)c1=O	101	100	100	98	99	105	96	102
O=C(O)/C=C/C(=O)Nc1ccc2c(c1)Cc1cc(Br)ccc1-2	100	96	105	103	108	105	95	102
Cc1cccc(C)c1NC(=O)CN(CC(C)C)CC(O)COc1ccccc1 (configuration not stated)	102	95	103	84	109	110	95	94
Nc1c(C(=O)Nc2ccccc2)sc2nc3c(cc12)CN(Cc1ccccc1)CC3	52	86	nt	71	60	74	67	103
Cc1ccc(NC(=O)NNC(=O)CSC2CCc3ccccc32)c(C)c1 (configuration not stated)	110	94	89	94	110	99	92	102
Cc1cccc(Cl)c1-n1cc(-c2ccc(Br)cc2)oc1=Nc1ccc(Nc2ncnc3sc4c(c23)CCCC4)cc1	107	98	112	84	102	86	93	89
Cc1c(C(=O)NNC(=O)c2ccccc2)sc2ncc(-c3ccc(Br)cc3)n12	104	99	116	98	108	108	95	119
Brc1ccc(Nc2csc(Nc3cnccn3)n2)cc1	98	101	108	77	104	111	83	92
C#CCOc1ccccc1C(Nc1cc(Cl)cc(Cl)c1)c1nnnn1C1CCCCC1 (configuration not stated)	100	89	100	60	99	95	88	93
Nc1[nH]c(=O)[nH]c(=O)c1N=Nc1ccc(S(=O)(=O)Nc2ncccn2)cc1	103	104	97	113	119	128	101	92
Cc1cc(=O)oc2cc(OC(=O)N3CCN(C)CC3)ccc12	101	102	103	98	101	106	95	116
COc1ccc(CNc2ccccn2)cc1OC	91	102	126	99	108	102	105	116
CN(C)c1ccc(/C=C/c2nc3ccccc3nc2NNC(=O)Nc2cccc(Cl)c2)cc1	56	57	122	20	58	84	74	82
CN1CCc2c(c3cccc4c3n2CCc2ccccc2-4)C1	84	86	91	93	100	100	86	103
CC1(C)c2nccnc2C[C@]2(C)[C@H]3CC[C@@H]4[C@@H]([C@@]5(C)CCC(=O)O5)CC[C@@]4(C)[C@]3(C)CC[C@@H]12	103	101	104	94	107	98	97	98
Nc1nc2c(c(=O)[nH]1)N(C=O)C(CNc1ccc(C(=O)N[C@@H](CCC(=O)O)C(=O)O)cc1)CN2 (some centres not stated)	102&114	68&110	100&105	97&111	111	105&111	98&101	108&98
CNC(=O)NC(N)=O	106	88	137	102	107	95	97	115
NS(=O)(=O)c1ccc(N2C(=O)c3cc(Cl)c(Cl)cc3C2=O)cc1	105	100	95	103	110	103	97	92
CCCc1nc2ccccc2c(=O)n1Cc1nnc(C)o1	103	96	91	91	117	102	100	115
COc1ccc(N=Nc2c(N)nn3c(-c4ccc([N+](=O)[O-])cc4)ccnc23)cc1	107	94	93	95	101	97	100	106
COc1cccc(CNC(=O)c2cccc(C3CC(=O)c4c(cc(OC)c(OC)c4OC)O3)c2)c1 (configuration not stated)	-42*	59	71	24	66	68	45	38
O=[N+]([O-])c1cnc(N2CCN(Cc3cccc(F)c3)CC2)nc1N1CCN(Cc2cccc(F)c2)CC1	92	87	89	64	93	94	94	97
CCCCCCCCCCCCCCC/C([O-])=N/[N+](C)(C)CC(C)O (configuration not stated)	92	88	122	96	86	72	101	95
O=c1c2c(=NCCN3CCCC3)cc3c(=O)n(CCCN4CCOCC4)c(=O)c4c(-c5ccc(CN6CCCC6)cc5)cc(c(O)n1CCCN1CCOCC1)c2c4-3	-90*	-45*	-70*	-73*	-68*	-27*	-78*	-41*
O=C1c2[nH]cc(CN[C@@H]3CCCN3)c2C(=O)c2c1c(O)c1ccccc1c2O	-98*	-90*	-52*	-100*	-100*	-65*	-93*	-17*
CCOC(=O)c1[nH]cc(-c2ccccc2)c1-c1cc(OC)c2c(c1OC)OCO2	102	99	97	79	104	109	98	106
CC(C)(O)[C@@H]1Cc2cc3ccc(=O)oc3cc2O1	111	93	119	93	112	95	96	107
c1ccc(C(c2c[nH]c3ccccc23)N2CCCC2)cc1 (configuration not stated)	100	103	84	107	119	98	91	nt
O=C(CSc1nc2sc3c(c2c(=O)n1-c1ccc(Cl)cc1)CCCC3)N/N=C/c1ccc(F)cc1	87	103	100	97	108	109	96	136
CCN(CC)CCC(CNc1ccnc2cc(Cl)ccc12)c1ccccc1 (configuration not stated)	-2.6*	-75*	-47*	58	-100*	-78*	39	56
Cc1ccnc(Nc2nc3ccccc3[nH]2)n1	107	105	104	113	115	105	98	105
Fc1ccc(-c2nnc(N3CCOCC3)c3ccccc23)cc1	87	97	83	96	106	95	104	111
Cn1c(=O)cc(Cl)c2ccccc21	109	100	95	93	112	108	97	97
CCN1C(=O)/C(=C/C=C/N(C)c2ccccc2)SC1=S	94	88	86	91	95	98	91	82
O=C(O)CCCn1c(O)c(/C=C2/C=c3cc4c(cc3=NC2=O)OCCO4)sc1=S	96	107	102	89	114	100	86	101
CC(C)=CCC[C@@H](C)[C@H]1CC[C@@]2(C)C3=C(CC[C@]12C)[C@@]1(C)CC[C@H](O)C(C)(C)[C@@H]1CC3	101	104	110	101	104	121	103	118
Cc1ccc(COc2nc(C)cc(C)c2C#N)cc1	102	97	99	74	106	108	84	105
COc1cc(-c2[nH]ncc2-c2ccncc2)ccc1Cl	97	101	99	97	96	102	87	nt
CC(=O)c1cccc(Br)c1	106	103	nt	117	102	110	113	105
Clc1sc2ccccc2c1Cl	113	102	nt	108	105	90	95	94
COc1cc(/C=N\NC(=O)c2cnn(CC(O)c3ccccc3)c2N)ccc1OC(F)F (configuration not stated)	100	84	96	90	105	104	79	94
COc1ccc(C2CC(c3ccccc3)=NN2c2nc(-c3ccc(Cl)cc3)c(C#N)c(=O)n2C)cc1 (configuration not stated)	90	98	109	89	101	nt	96	114
CCN(Cc1cccc(S(=O)(=O)O)c1)c1ccc(C(=C2C=CC(=[N+](CC)Cc3cccc(S(=O)(=O)O)c3)C=C2)c2ccc(O)cc2S(=O)(=O)O)cc1	119	101	117	99	121	123	101	82
O=C(Cn1c(-c2ccccc2)nc2cc(Cl)c(Cl)cc21)N=Nc1c(O)[nH]c2ccc(Br)cc12	95	96	99	86	96	96	90	nt
CN=C1Nc2cc(OC)c(OC)c(OC)c2C(c2cc(Cl)ccc2F)S1 (configuration not stated)	103	96	102	83	112	69	104	98
COc1ccc(C2c3c(c4ccccc4[nH]c3=O)Oc3ncn4nc(-c5ccco5)nc4c32)cc1 (configuration not stated)	103	100	103	99	104	98	98	103
O=C(O)c1ccccc1/C=C\c1ccccc1	104	103	109	105	100	112	98	105
Cc1nc(-c2cc3ccccc3oc2=O)ccc1C(=O)/C=C/c1ccc(Cl)cc1	110	100	101	100	108	101	77	115
COc1cc(CN2COCc3c(C(C)(C)C)nn(-c4ccccc4)c32)cc(OC)c1OC	101	89	102	69	112	132	94	134

Some entries already given, limited to UACC-62:
| molecule | UACC-62 |
| --- | --- |
| Cc1cc(=O)oc2cc(OC(=O)N3CCN(C)CC3)ccc12 | 98 |
| COc1cc(/C=N\NC(=O)c2cnn(CC(O)c3ccccc3)c2N)ccc1OC(F)F (configuration not stated) | 90 |

(further entries)
SMILES	MDA-MB-435	SK-MEL-5	MALME-3M	UACC-62	SK-MEL-28	UACC-257	LOX IMVI	SK-MEL-2
C=C1C(=O)O[C@H]2[C@H]1CC/C(COC(=O)NCCc1ccc(OC)c(OC)c1)=C\CC[C@@]1(C)O[C@@H]21	58	nt	63	nt	nt	63	75	83
COc1ccc(NC(=O)c2sc3nc(C)c(C(=O)/C=C/c4cccc(OC)c4)cc3c2N)cc1	14	71	94	57	81	88	-73*	43
CN(C)c1ccc2c(N(C)C)cc(N(C)C)nc2c1	80	100	98	82	84	122	88	143
Cc1ccc(=O)n(-c2ccc(-c3nc4ccccc4[nH]3)cc2)c1	104	92	92	nt	100	93	99	89
C/C(=N\O)c1ccc(Cl)cc1	112	108	137	95	122	90	105	120
Nc1nc(N)c2c(C(=O)Nc3ccc(N4CCN(CCO)CC4)cc3)coc2n1	102	103	104	98	101	95	96	87
N=C1NC(=O)C(Cn2c(-c3ccccc3)nc3ccccc32)S1 (configuration not stated)	102	100	111	101	101	101	96	109
NC(=O)C1C2CCC(C2)C1C(N)=O (configuration not stated)	102	nt	115	110	113	100	108	134
COc1ccccc1/C=C/c1c(C(=O)O)cccc1[N+](=O)[O-]	99	102	88	110	108	102	97	97
COc1cc([N+](=O)[O-])ccc1NC1CCC(=O)N1 (configuration not stated)	103	112	102	97	94	108	98	105
O=C(Nc1cnc(Nc2ccc(N3CCOCC3)nc2)nc1Oc1ccc(C(F)(F)F)cc1)c1ccncc1	91	95	97	94	96	93	86	95
ClC(Cl)(Cl)c1ncnc2nc[nH]c12	106	100	87	97	104	82	97	96
CNC(=O)C(C)C	104	108	96	97	107	107	96	nt
